RGS7-Gao reg: human RGS7-Galphao interaction regulation; P09471; Multiplexed bead flow cytometry, RGS7-Galphao binding; actives lie on both sides; binding response (% of control), % at 10 µM; hit rate 0.35% among 220,000; AID 1439; in the data active = binding response below about 49% or above about 150%; inconclusive = no clear call, values can overlap the other calls; inactive = in between;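 note: fluorescent Galphao held in activated GDP-AlF4 state binding bead-coupled RGS7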
RGS4-Gao reg: modulates binding of RGS4 to human Galphao; P09471; Multiplexed bead flow cytometry; actives lie on both sides; binding response (% of control), % at 10 µM; hit rate 0.33% among 220,000; AID 1415; in the data active = binding response below about 49% or above about 150%; inactive = in between;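 note: fluorescent Galphao activated with aluminum fluoride binding bead-coupled RGS4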
Bim-Bcl-XL: human Bim-Bcl-XL interaction inhibition; Q07817; hit rate 0.04% among 190,000; Bim peptide-Bcl-XL binding, bead flow cytometry, fluorescence; inhibition, % at 10 µM
ABCB1 inh: human ABCB1 inhibition, ABCG2 as counter-screen; inhibition, % at 6.6 µM; AID 1326; CCRF-Adr cells, JC-1 efflux, flow cytometry; hit rate 0.067% among 190,000; P08183; in the data active = inhibition above about 40%;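 note: 0% = vehicle and 100% = reference inhibitor; higher value means more JC-1 retained so stronger ABCB1 efflux block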
ABCG2 inh: inhibitors of human ABCG2 transporter, ABCB1 counter-screen. Q9UNQ0. IgMXP3 cells, JC-1 efflux, flow cytometry. inhibition, % at 6.6 µM. hit rate 0.1% among 190,000;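 active = inhibition above 80%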;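 note: 0% = DMSO and 100% = nicardipine control wells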
Target sequence (Q9UNQ0 whole entry, looked up): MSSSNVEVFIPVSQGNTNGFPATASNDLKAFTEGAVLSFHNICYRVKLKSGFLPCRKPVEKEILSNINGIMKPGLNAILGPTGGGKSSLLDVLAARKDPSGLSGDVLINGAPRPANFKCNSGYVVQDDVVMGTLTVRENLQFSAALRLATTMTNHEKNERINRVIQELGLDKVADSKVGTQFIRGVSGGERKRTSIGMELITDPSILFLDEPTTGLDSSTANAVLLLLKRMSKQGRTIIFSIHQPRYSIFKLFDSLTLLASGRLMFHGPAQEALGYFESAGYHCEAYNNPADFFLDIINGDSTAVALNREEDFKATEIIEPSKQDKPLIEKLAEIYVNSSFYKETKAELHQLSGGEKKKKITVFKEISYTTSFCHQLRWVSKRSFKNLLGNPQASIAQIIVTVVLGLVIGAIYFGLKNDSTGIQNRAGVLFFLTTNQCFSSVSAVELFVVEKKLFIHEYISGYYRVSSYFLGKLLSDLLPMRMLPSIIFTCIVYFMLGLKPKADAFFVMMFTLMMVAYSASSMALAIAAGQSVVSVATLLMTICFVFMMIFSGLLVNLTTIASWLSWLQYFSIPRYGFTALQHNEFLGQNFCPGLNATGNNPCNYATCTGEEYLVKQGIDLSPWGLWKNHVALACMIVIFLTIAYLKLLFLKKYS
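Test system: IgMXP3 cells (ABCG2) mixed with DDAO far-red-labelled CCRF-Adr cells (ABCB1). Reagent: JC-1 transporter substrate. Compound dosing: single test compound dose, 6.6 µM final. Times: 10 min compound exposure, 25 °C. Detection: flow cytometry of retained JC-1 fluorescence. Read-out basis: efflux inhibition in percent versus controls. Controls: nicardipine and DMSO wells.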
GSH bead fluor: GSH bead compound fluorescence profile; hit rate 0.25% among 190,000; AID 1776; fluorescence (KMESF) at 10 µM; GSH beads flow cytometry, compound fluorescence 488/530 nm; hits give high values; in the data active = fluorescence above about 89;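 note: glutathione beads carrying GST-tagged Bcl family fusion proteins plus one bare bead set; values are compound well signal with DMSO vehicle wells as background; inactives centre near 16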
Bim-Bcl-2: disrupts Bim peptide binding to human Bcl-2. P10415. Bead-based flow cytometry, Bim peptide-Bcl-2 binding. inhibition, % at 10 µM. hit rate 0.06% among 190,000; in the data active = inhibition above about 40%; inconclusive = no clear call, values can overlap the other calls;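 note: 0% = no compound wells with probe peptide and 100% = reference peptide inhibitor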
Bim-Bcl-B: inhibitors of Bim-Bcl-B interaction, human. inhibition, % at 10 µM. hit rate 0.073% among 190,000. bead-based flow cytometry, Bim peptide-Bcl-B binding. Q9HD36;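 note: 0% = tracer peptide without compound and 100% = reference inhibitor peptide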
Target sequence (Q9HD36 whole entry, looked up): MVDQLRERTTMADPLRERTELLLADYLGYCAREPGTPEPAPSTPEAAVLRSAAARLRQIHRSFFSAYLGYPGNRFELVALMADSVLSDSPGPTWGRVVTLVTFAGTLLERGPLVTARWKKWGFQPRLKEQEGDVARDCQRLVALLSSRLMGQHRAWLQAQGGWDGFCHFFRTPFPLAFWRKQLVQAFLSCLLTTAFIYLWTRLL
Bfl-1 Bim block: human Bim-Bfl-1 interaction inhibition; inhibition, % at 10 µM; Bead-based flow cytometry, Bim-Bfl-1 binding inhibition; hit rate 0.12% among 190,000; Q16548;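 note: 0% = wells without compound plus tracer and 100% = blocker peptide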
RGS8-Gao reg: modulates binding of RGS8 to human Galphao | P09471 | multiplexed bead flow cytometry; actives lie on both sides | response (percent of control binding), % at 10 µM | hit rate 0.34% among 220,000 | AID 1423; in the data active = response below about 60% or above about 140%; inactive = in between;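 note: Galphao activated as the GDP aluminium fluoride complex binding bead-coupled RGS8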
Bcl-W Bim block: human Bim-Bcl-W interaction inhibition; Q92843; bead-based flow cytometry, Bim peptide-Bcl-W binding; inhibition, % at 10 µM; hit rate 0.02% among 190,000; AID 952;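 note: 0% = bound tracer without compound and 100% = peptide blocker; higher means less fluorescent Bim peptide bound to Bcl-W beads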
Target sequence (Q92843 whole entry, looked up): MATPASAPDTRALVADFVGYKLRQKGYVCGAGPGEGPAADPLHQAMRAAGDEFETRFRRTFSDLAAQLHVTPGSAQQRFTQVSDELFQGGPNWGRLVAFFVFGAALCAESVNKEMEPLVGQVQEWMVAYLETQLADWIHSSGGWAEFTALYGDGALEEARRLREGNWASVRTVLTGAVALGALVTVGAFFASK
* = called active by the depositor; ? = inconclusive; · = not tested or not shown. Cut-off read from the data, not from the text of the source, unless noted: active = inhibition above about 40%.

smiles	Bcl-W Bim block	Bfl-1 Bim block	Bim-Bcl-B	GSH bead fluor	RGS8-Gao reg	Bim-Bcl-2	ABCB1 inh	RGS7-Gao reg	RGS4-Gao reg	Bim-Bcl-XL	ABCG2 inh
CCN(Cc1cnn(C)c1)C(=O)CC1C(=O)NCCN1Cc1cccc(OC)c1OC (stereo not given)	-4	-3	-2	10	100	-3	-0.5	107	100	-5	-2
C/C(=N\NC(=S)NCc1ccccc1)c1ccc(Cl)cc1	-2	2	-4	5	102	0	1.2	101	104	0	13
CCOc1cc(/C=N/O)cc(Br)c1OCC(=O)NCc1ccccc1	-3	-6	-3	10	102	-4	0.9	96	100	-8	28
CCN(CC)c1ccc(/C=N/NC(=O)c2c(Cl)c(C)nn2C)cc1	0	0	-1	6	104	2	0.2	102	106	-2	2
CC1(C)CC(=O)C2=C(C1)OC1=C(C(=O)CC(C)(C)C1)C2c1ccc(O)c([N+](=O)[O-])c1	0	-4	0	11	102	-2	1.1	105	102	-4	2
Cc1cc(Cl)ccc1OCCCC(=O)NCc1ccccn1	1	-6	0	11	103	-2	0.4	96	102	0	1
CC(=O)Nc1ccc(NC(=O)c2ccc(C3SCC(=O)N3CCc3ccccc3)cc2)cc1 (stereo not given)	-2	-13	-12	11	98	-5	0.5	95	95	-6	17
Cc1cccc(C(=O)NC2CCN(C(=S)NCc3ccco3)CC2)c1	9	-10	-6	59	100	0	0.6	100	97	-1	3
Cc1cc(C)c(-c2c(O)c3cnn(-c4ccccc4)c3[nH]c2=O)c(C)c1	-1	-1	0	10	103	0	0.4	98	100	-4	2
O=C(Nc1cccc2cccnc12)c1ccc2c(c1)OCCO2	-1	0	-4	7	100	1	1.4	102	102	-3	7
N#Cc1c(N)n(CCNC(=O)c2ccccc2)c2nc3ccccc3nc12	5	5	7	20	97	0	1.5	102	102	7	10
CCOC(=O)C1(Cc2cccc(OC)c2)CCN(Cc2ccccc2)CC1	-2	4	-3	10	101	-2	3.9	94	93	-2	0
O=C(CCl)NC(Cc1ccccc1)c1ccccc1 (stereo not given)	-3	-6	-1	7	103	-5	0.0	103	105	0	0
CCOC(=O)C1C(=O)NC(SCC(=O)Nc2nccs2)=C(C#N)C1c1ccccc1OCC (stereo not given)	-6	-2	-8	25	113	-10	-0.5	111	107	-6	10
CCN(CC)CC(O)COCCC12CC3CC(CC(C3)C1)C2 (stereo not given)	1	0	-1	14	95	-1	0.3	97	88	1	2
COc1ccc(/C=C\C(=O)NCc2ccc3[nH]c(C)cc3c2)cc1OC	-1	2	-5	13	105	1	0.3	103	108	-8	12
COc1cc(/C=N\NC(=O)C2C(=O)NCC2c2ccccc2)cc(OC)c1O (stereo not given)	0	-1	-1	8	96	1	0.1	99	99	1	0
Nc1nc(NC(=O)c2cccnc2)nn1-c1ccccc1	-2	-3	0	30	93	-6	0.5	104	103	-4	1
CC1=C(C)CC(C(=O)NC(C)CCc2ccccc2)C(C(=O)O)C1 (stereo not given)	0	-4	0	14	102	-5	0.3	?	104	-1	2
COC(=O)c1ccc(CNC(=O)CSC2=NCCS2)cc1	-1	-7	-5	10	105	-4	0.4	98	99	-1	2
COc1ccc(-n2c(SCC(=O)NCc3ccco3)nc3c([nH]c4ccccc43)c2=O)cc1	0	-6	-9	27	100	-7	1.0	102	102	-4	4
CCCC(=O)Nc1ccc(C(N)=O)cc1	-3	-3	-2	14	103	0	0.9	?	105	-3	5
Cc1ccc2c(CC(=O)Nc3sccc3C(N)=O)coc2c1	1	-17	-11	35	104	-13	0.7	102	103	0	5
CCCCN(CCCC)C(=O)/C=C/c1cccc([N+](=O)[O-])c1	0	-2	-2	36	99	-4	0.6	86	98	-9	6
CCOC(=O)C(Cc1ccc(O)cc1)NC(=O)CNC(=O)C(CC(C)C)NC(=O)OC(C)(C)C (stereo not given)	0	0	-1	4	99	0	0.2	102	102	-2	15
COc1cc(/C=C(\C#N)c2nc3c(s2)CCCC3)ccc1O	2	-11	-7	11	92	-10	0.7	88	90	-5	4
Cc1cc([N+](=O)[O-])nn1CCCC(=O)Nc1c(C)n(C)n(-c2ccccc2)c1=O	0	-4	-1	15	105	-1	0.8	105	105	0	1
Cc1cccc(OCCCn2ccnc2)c1	0	0	0	16	99	-2	1.3	97	99	0	3
CCc1ccc(NC(=O)C(NS(=O)(=O)c2cccc3nsnc23)c2ccccc2)cc1 (stereo not given)	-2	0	-3	22	100	0	1.5	108	109	-6	-5
COc1ccc(N(C)S(=O)(=O)c2cccc(C(=O)NC3CCCCCC3)c2)cc1	-3	-9	-9	9	97	0	2.1	89	96	-4	6
N#Cc1c(-n2ccnc2)cccc1-n1ccnc1	-1	-15	-13	14	99	-12	0.4	100	98	-6	2
C/C(N)=C(/C#N)C(=O)CSc1nnc(C)n1-c1ccccc1	-3	1	2	16	100	-1	0.6	100	101	1	8
COc1ccc(C(=O)Nn2cnc3scc(-c4cccs4)c3c2=O)c(O)c1	-2	-6	-1	16	99	-5	0.1	98	101	-1	-1
COc1ccc(Br)cc1C(=O)Nc1nnn(C)n1	-2	-1	-2	17	101	-2	0.3	99	98	0	2
CCOC(=O)c1ccc(NCc2nc3ccccc3n2C)cc1	-2	-1	-2	11	97	-3	0.5	98	99	2	2
CCOC(=O)c1cc(C#N)c(SCc2ccc(C#N)cc2)nc1C	-3	-3	-5	11	104	1	0.8	104	102	-2	1
COc1ccc(-n2cnc3scc(-c4ccccc4)c3c2=O)cc1	-3	1	-1	74	103	-2	-0.2	107	106	0	1
Cc1c(C(=O)NCC2CCCO2)oc2ccc3c(c12)C(=O)CC(C)(C)O3 (stereo not given)	0	1	0	16	97	0	0.9	99	99	0	15
CC(C)CCNC(=O)C12CN(Cc3ccccc3)CC1C(c1cccc([N+](=O)[O-])c1)=NO2 (stereo not given)	-1	0	-5	11	104	-3	1.1	99	107	0	3
O=C(CN1C(=O)/C(=C/c2ccccc2)SC1=S)NNC(=O)c1ccccc1O	7	-3	3	24	104	1	-0.1	108	105	-1	0
COc1ccccc1C(=O)N/C(=C/c1ccc(Br)cc1)C(=O)N1CCCC1	0	-6	-8	23	101	2	0.4	104	100	-1	5
CCc1ccc(NC(=O)C(CC)c2ccccc2)cc1 (stereo not given)	-1	-2	-4	12	101	-2	0.4	101	101	-3	7
Cc1cccc(C)c1NC(=O)CSc1nc(-c2ccco2)cc(C(F)(F)F)n1	-7	-1	-7	12	95	-5	0.3	118	96	-7	0
C=CCn1c(=S)[nH]c2sc3c(c2c1=O)CCC3	0	-1	-14	17	101	0	-0.7	105	102	-5	-2
O=C(CSc1nc(-c2ccccc2)cc(C(F)(F)F)n1)c1cccc([N+](=O)[O-])c1	1	5	4	9	90	5	-0.1	93	96	2	13
CCOC(=O)N1c2ccccc2C=CC1OCC (stereo not given)	2	3	-3	18	101	0	0.0	100	99	1	-1
Cc1c(NC(=O)c2ccc(N3C(=O)C4C5C=CC(C5)C4C3=O)cc2)c(=O)n(-c2ccccc2)n1C (stereo not given)	-8	-13	-9	13	101	-10	0.0	100	103	-7	0
COc1cc(/C=C2\C(=O)N(c3ccccc3)N=C2C)ccc1Oc1ccc([N+](=O)[O-])cc1[N+](=O)[O-]	1	16	7	7	72	9	-0.8	84	94	2	-7
COc1cc(C(=O)N2CCC(NC(=O)C(Cc3ccccc3)NC(C)=O)CC2)cc(OC)c1OC (stereo not given)	0	-16	-10	27	98	-8	0.4	96	97	1	2
CCOC(=O)N1CCN(C(=O)CCC(=O)N2CCOc3ccc(C)cc32)CC1	1	-2	2	33	100	0	0.1	99	97	-2	3
O=C(Cc1c(O)c2ccccc2[nH]c1=O)N(Cc1ccccc1)Cc1ccccc1	-1	0	2	10	107	-2	0.6	102	102	0	3
O=C(Nc1c[nH]c(=O)[nH]c1=O)c1ccc([N+](=O)[O-])cc1	0	-1	-1	18	105	-1	0.0	104	106	-1	0
CCOC(=O)C1CCN(C(=S)Nc2ccc(C)cc2)CC1	0	-1	-7	25	94	1	0.7	92	93	-1	8
CCCC(=Nc1ccccc1)C1=C(O)C(C(=O)OC)C(C)(C)CC1=O (stereo not given)	0	-2	1	21	100	0	0.4	92	97	0	1
O=C(NC1CCS(=O)(=O)C1)c1cccc(S(=O)(=O)N2CCCCCC2)c1 (stereo not given)	1	-5	-4	16	106	-1	0.0	103	105	-3	3
COc1ccc(NS(=O)(=O)c2cc(NC(=O)CC3CCCC3)ccc2N2CCOCC2)cc1	-3	2	-30	12	95	-8	2.3	?	96	-8	6
CCN(CC)c1ccc(/C=N/NS(=O)(=O)c2ccc(CNC(C)=O)cc2)cc1	-3	-16	-7	9	101	-4	0.2	99	99	-5	2
CCn1c(-c2ccccc2Cl)nn(CC(=O)Nc2ccccc2C)c1=S	1	2	0	16	101	0	0.6	101	102	-2	1
C=CCn1c(COc2ccccc2)nnc1SCC(=O)C(C)(C)C	1	-1	-3	45	122	2	8.2	109	109	6	10
COc1ccc(C2(C(=O)Nc3nncs3)CCCC2)cc1	-3	-12	-8	34	104	-9	0.4	102	103	-9	5

New compounds follow.
smiles	Bcl-W Bim block	Bfl-1 Bim block	Bim-Bcl-B	GSH bead fluor	RGS8-Gao reg	Bim-Bcl-2	ABCB1 inh	RGS7-Gao reg	RGS4-Gao reg	Bim-Bcl-XL	ABCG2 inh
COc1ccc(Nc2nc(N)nc(CSc3nnc(C)s3)n2)cc1	-4	2	-1	12	75	-1	1.1	89	93	-2	7
Cc1cc(C(=O)Oc2ccccc2C(=O)O)c(C)o1	-6	-18	-8	19	102	-6	0.1	99	103	-8	8
O=C(NCCCn1ccnc1)c1cc([N+](=O)[O-])cc([N+](=O)[O-])c1	-3	0	-5	27	102	3	0.6	101	103	-7	10
CCOc1nc(SC(C(C)=O)C(=O)Nc2ccccc2)nc(N(C)C)n1 (stereo not given)	-9	-17	-20	28	88	-13	-0.6	86	90	-9	-4
CCCCN(CC)S(=O)(=O)c1ccc(C(=O)Nc2nnc(CSC)o2)cc1	-1	-1	0	26	101	-2	0.9	101	96	-2	3
CC(NC(=O)Cc1ccccc1)c1cc2c(cc1Br)OCCCO2 (stereo not given)	-5	-1	-4	10	95	-3	·	90	93	-10	-2

Sorted by count of non-hydrogen atoms (high to low): 3 of the compounds above
smiles	Bcl-W Bim block	Bfl-1 Bim block	Bim-Bcl-B	GSH bead fluor	RGS8-Gao reg	Bim-Bcl-2	ABCB1 inh	RGS7-Gao reg	RGS4-Gao reg	Bim-Bcl-XL	ABCG2 inh
CCOc1nc(SC(C(C)=O)C(=O)Nc2ccccc2)nc(N(C)C)n1 (stereo not given)	-9	-17	-20	28	88	-13	-0.6	86	90	-9	-4
O=C(NCCCn1ccnc1)c1cc([N+](=O)[O-])cc([N+](=O)[O-])c1	-3	0	-5	27	102	3	0.6	101	103	-7	10
Cc1cc(C(=O)Oc2ccccc2C(=O)O)c(C)o1	-6	-18	-8	19	102	-6	0.1	99	103	-8	8
